Assay outcomes deposited in PubChem by National Center for Advancing Translational Sciences (NCATS).
PKM2 act: activators of human pyruvate kinase M2; P14618; purified PKM2, Kinase-Glo ATP luminescence, activation; response scale: 0% is enzyme alone, no compound; Potency, µM (series often up to 57.5 µM), without a hit: top-dose activation, most hits filed as activators; 260,000 tested, 0.34% active; AID 1631; further: potency means the concentration at half of the fitted maximal effect; on the % scale 0 is the no-effect control and ±100 the full control effect; nearly all actives have a fitted effect of over 55% in size
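ATP formation by purified human PK-M2, quantified via coupled luciferase luminescence after 1 h at room temperature with 0.1 mM ADP and 0.5 mM PEP final.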
a7 integrin act: integrin-mediated muscular dystrophy alleviation activation | alpha7betagal myoblasts, beta-gal FDG fluorescence, 48 h | Potency, µM (doses to about 38.3 µM), for inactives: at the top dose activation, most hits filed as activators | 350,000 tested, 0.064% active;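 further: potency means the concentration at half of the fitted maximal effect; 100% = response of the positive control SU9516; nearly all actives have a fitted effect of over 60% in size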
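alpha7betagal+/- myoblasts (passage 13, 250/well) treated 48 h at 37C with compounds at 1:260 dilution of DMSO stock. Lysed, then beta-galactosidase activity read as FDG fluorescence (ex 480/em 540) after 30 min, with pre-read for autofluorescence.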
FBPA coupling cs: inhibits coupling enzyme system, counter-screen for aldolase hits; 290,000 tested, 0.67% active; activity change, negative = inhibition, % at 58.2 µM, hits read low; coupling enzyme system counterscreen, AmpLite Red fluorescence; in the data active means activity change below about -30%; further: on the % scale 0 is the no-effect control and ±100 the full control effect
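First, compound is pin-transferred into glyceraldehyde-3-phosphate coupling-enzyme reagent at 57.5 uM final and held 10 min at RT. Next, substrate, coupling system and AmpLite Red are added. After 20 min RT, fluorescence (525/598 nm) is read.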
TSG101-PTAP inh: blocks PTAP/TSG101 interaction to inhibit HIV-1 budding; 340,000 tested, under 10 active; Fluorescence polarization, FITC-PTAP peptide / Tsg101 binding; Q99816; Potency, µM (series often up to 115 µM), for the others: top-dose activity change, negative = inhibition, actives largely listed as inhibitors; active means well fitted inhibition curve with a large enough effect in the main read-out, with a control signal flat, not every such curve was filed as active; inconclusive means small, poorly fitted or top-dose-only effect, or effect the other way, or a change in a side signal; inactive means no such curve, though single readings can be large or run the other way; further: potency means the concentration at half of the fitted maximal effect; % of control where 0% means no effect
Target sequence (Q99816 whole entry, looked up): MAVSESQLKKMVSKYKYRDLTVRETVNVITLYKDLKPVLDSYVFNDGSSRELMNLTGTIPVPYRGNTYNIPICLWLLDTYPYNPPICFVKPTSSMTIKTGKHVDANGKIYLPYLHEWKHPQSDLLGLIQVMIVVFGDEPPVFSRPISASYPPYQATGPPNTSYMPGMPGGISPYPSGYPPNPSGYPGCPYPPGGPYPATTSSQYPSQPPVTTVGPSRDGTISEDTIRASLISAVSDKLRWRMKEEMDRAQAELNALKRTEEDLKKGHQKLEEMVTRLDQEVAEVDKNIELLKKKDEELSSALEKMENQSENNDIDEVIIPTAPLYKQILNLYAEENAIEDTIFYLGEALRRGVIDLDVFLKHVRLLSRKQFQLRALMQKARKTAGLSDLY
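Tsg101 binding domain (10 uM final) was mixed with compound and a FITC-labeled PTAP peptide (50 nM final) in HEPES pH 7.5 buffer with NaCl, Tween 20, EDTA and TCEP; fluorescence polarization was read after 20 min at r.t.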
Giardia killer: Giardia lamblia killing; activity change, % at 7.66 µM, hits read low; 340,000 tested, 0.15% active; AID 540267; Giardia lamblia trophozoite viability; in the data active means activity change below about -80%; inconclusive means between about -30% and that limit;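 further: parasites exposed to compound for two days anaerobically before the ATP read; on the % scale 0 is the no-effect control and ±100 the full control effect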
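Viability, read as ATP luminescence: trophozoites at 100 cells/well, compound added, 48 hrs anaerobic at 37 deg C, then 15-30 min room-temperature development before reading.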
B2AR arrestin: agonists driving beta-arrestin recruitment to human beta2-adrenergic receptor. P07550. beta-arrestin recruitment to beta2AR, cell-based reporter. Potency, µM (series often up to 46.1 µM), inactives show at the highest dose activation, usual class: activators. 330,000 tested, 0.02% active;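 further: potency means the concentration at half of the fitted maximal effect; 0% = DMSO controls and full agonism = EC100 isoproterenol or metaproterenol; nearly all actives have a fitted effect of over 65% in size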
Menin MLL FP TR: displaces Texas Red mutant MLL peptide from human menin | AID 1768 | Menin + Texas Red MLL mutant peptide, fluorescence polarization | 270,000 tested, 0.23% active | O00255 | Potency, µM (doses to about 61.6 µM), without a hit: at the top dose FP activity change, negative = inhibition, usual class: inhibitors; active means well fitted inhibition curve with a large enough effect in the polarisation, with a control signal flat, not every such curve was filed as active; inconclusive means small, poorly fitted or top-dose-only effect, or effect the other way, or a change in a side signal; inactive means no such curve, though single readings can be large or run the other way; the % refers to the polarisation; further: potency means the concentration at half of the fitted maximal effect; % of control where 0% means no effect; many of its hits are not listed in these tables
GALK inhibitor: blocks human galactokinase activity; 270,000 tested, 0.007% active; Potency, µM (series often up to 57.5 µM), without a hit: at the highest dose activity change, negative = inhibition, actives largely listed as inhibitors; AID 1868; P51570; Purified GALK, Kinase-Glo residual ATP luminescence; further: potency means the concentration at half of the fitted maximal effect; on the % scale 0 is the no-effect control and ±100 the full control effect
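5 nM enzyme, 35 uM ATP, 100 uM galactose, 20 mM HEPES pH8.0, 5 mM MgCl2; 1 h RT; residual ATP by Kinase-Glo Plus luminescence, qHTS format.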
S-ASM inh: blocks human secretory acid sphingomyelinase. placental ASM, HMU-PC fluorogenic substrate, 60 min. Potency, µM (series often up to 57.5 µM), for inactives: top-dose activity change, negative = inhibition, hits mostly inhibitors. 340,000 tested, 0.006% active; further: potency means the concentration at half of the fitted maximal effect
Target sequence (P17405 47-631 limits assumed): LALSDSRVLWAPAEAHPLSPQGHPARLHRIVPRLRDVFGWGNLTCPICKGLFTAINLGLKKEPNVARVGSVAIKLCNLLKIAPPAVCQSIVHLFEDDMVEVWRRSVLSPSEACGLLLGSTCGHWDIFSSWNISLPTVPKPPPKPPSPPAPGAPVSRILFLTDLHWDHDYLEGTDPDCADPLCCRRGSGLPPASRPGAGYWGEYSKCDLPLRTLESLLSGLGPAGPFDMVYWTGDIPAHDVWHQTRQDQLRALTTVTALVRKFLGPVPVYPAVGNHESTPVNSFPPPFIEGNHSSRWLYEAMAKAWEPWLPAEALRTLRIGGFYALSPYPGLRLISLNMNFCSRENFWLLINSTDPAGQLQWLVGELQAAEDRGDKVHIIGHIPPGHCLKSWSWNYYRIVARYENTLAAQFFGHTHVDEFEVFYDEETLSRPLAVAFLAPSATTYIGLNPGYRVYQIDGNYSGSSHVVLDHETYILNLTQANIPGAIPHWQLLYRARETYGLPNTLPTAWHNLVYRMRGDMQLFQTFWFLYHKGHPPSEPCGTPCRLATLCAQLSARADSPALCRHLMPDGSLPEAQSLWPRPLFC
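Steps: dispense placental human ASM, pin compound, wait 10 min at room temperature, add HMU-PC0 substrate at 9 uM final, incubate 60 min at 37 °C, add stop solution raising pH to 10, read fluorescence.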
BCR signal inh: chronic active BCR signaling inhibition | ABC-DLBCL IkBa-CBG/CBR reporter, luminescence ratio, 4 h | Potency, µM (titrated, usually from 46.1 µM), for inactives: at the highest dose ratio change, negative = lower green/red ratio, usual class: inhibitors | 340,000 tested, 0.05% active | AID 493014; active means well fitted inhibition curve with a large enough effect in the signal ratio, with a control signal flat, not every such curve was filed as active; inconclusive means small, poorly fitted or top-dose-only effect, or effect the other way, or a change in a side signal; the % refers to the signal ratio;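 further: potency means the concentration at half of the fitted maximal effect; plate controls were basal doxycycline-induced cells for no effect and cells given 10 µM MG132 for full effect; MG132 reads +100%, hits lower the ratio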
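TMD8 ABC-DLBCL cells carrying doxycycline-inducible green luciferase fused to IkappaBalpha plus unfused red luciferase were exposed to compounds (up to 46 uM) for 4 hrs at 37C. Activity came from the overlap-corrected green/red luminescence ratio.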
Tb PFK inh: blocks T. brucei phosphofructokinase; T. brucei PFK, ADP-Glo luminescence; O15648; 330,000 tested, 0.17% active; Potency, µM (highest dose often 57.5 µM), for inactives: top-dose activity, negative = inhibition, actives largely listed as inhibitors;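 further: potency means the concentration at half of the fitted maximal effect; 0% = uninhibited 1x PFK enzyme wells and -100% = no-enzyme wells; nearly all actives have a fitted effect of over 60% in size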
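Activity is normalized to no-enzyme wells (full inhibition) and 1.25 nM enzyme wells (no inhibition). Reaction: 0.5 mM F6P, 0.1 mM ATP, 45 min RT, ADP-Glo luminescence; concentration-response curves fitted and classed by quality.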
An asterisk follows results filed as active; ? = inconclusive; · = no result given; [ ] = remark or other dose. Unless noted, the call rests on the fitted dose curve; in most records, active means well fitted curve in the direction sought with a large enough effect; inconclusive means small, poorly fitted or top-dose-only effect, or another doubt; inactive means no such curve, though single readings can be large; an effect the other way counts as inactive or inconclusive.

SMILES	PKM2 act	a7 integrin act	FBPA coupling cs	TSG101-PTAP inh	Giardia killer	B2AR arrestin	Menin MLL FP TR	GALK inhibitor	S-ASM inh	BCR signal inh	Tb PFK inh
CN(c1ccccc1)S(=O)(=O)c1cccc(C(=O)NCc2ccccc2)c1	·	-44%	·	-2%	-7	0.3%	·	·	44%	1%	-2%
COc1ccc(C(=O)N2CCN=C2c2ccccc2)cc1OC	0%	-44%	3	-2%	-3	-3.1%	3%	1%	3%	4%	-3%
Cc1ccc(NC(=O)C2C3C=CC4(O3)C2C(=O)N(CCN2CCOCC2)C4C(=O)NC2CCCCC2)cc1C (centres undefined)	0%	5%	5	7%	-3	0.2%	?	13%	3%	1%	-7%
Cc1cc(C(=O)OCC(=O)Nc2ccccc2Br)c(C)o1	·	16%	·	0%	-9	0.5%	·	·	-4%	0%	0%
CCOC(=O)C1CCN(c2cc3c(cc2NC(=O)c2ccccc2Br)n(C)c(=O)n3C)CC1	·	19%	·	-9%	6	0.3%	·	5%	-17%	-12%	-1%
CCC1CCCCN1S(=O)(=O)c1ccc(C(=O)N(CCCN(C)C)c2nc3cc4c(cc3s2)OCO4)cc1 (centres undefined)	9%	-55%[inhibitor]	·	-7%	-20	-0.5%	·	4%	-5%	?	0%
COCCNC(=O)c1onc(CSc2ccncc2)c1C(=O)NCCOC	1%	?	1	-4%	7	-0.1%	·	4%	-1%	5%	-1%
Cc1nn(C(C)C(=O)NCCCN2CCCCCC2)c(=O)c2c1sc1ccccc12 (centres undefined)	·	-52%[inhibitor]	·	-4%	-6	-0.2%	·	-13%	-1%	2%	-1%
Cc1ccc(OCCSc2nc(N)cc(N)n2)cc1	-2%	-4%	1	-5%	17	0.1%	1%	-1%	42%[activator]	?	6%
COc1ccc(C)cc1NC(=O)C(=O)NNC(=O)c1ccco1	-2%	-9%	5	-3%	3	0.2%	19%	2%	2%	-10%	0%
c1ccc(-c2cn(C[C@H]3CC[C@H](Cn4cc(-c5ccccn5)nn4)O3)nn2)nc1	0%	-3%	-1	0%	-9	-1.0%	-4%	·	3%	5%	-1%
Cc1ccc2oc(=O)c3cnn(CC(=O)N(CCCN4CCOCC4)Cc4ccco4)c3c2c1	-6%	-2%	1	-4%	5	-0.4%	-17%	2%	-4%	-21%	-1%
NS(=O)(=O)c1ccc(CCNC(=O)C2CCN(C(=O)Nc3ccccc3)CC2)cc1	·	26%	·	-1%	12	-0.1%	·	·	2%	2%	-1%
COc1ccc(OC)c(NC(=O)CCNS(=O)(=O)c2cc(Br)cnc2N)c1	·	5%	·	-3%	-6	0.2%	·	-1%	-1%	-10%	2%
CNC(=O)NC(=O)COc1c(F)c(F)cc(F)c1F	1%	-4%	-1	0%	14	0.0%	0%	-2%	-2%	-11%	-2%
Cc1ccc(CNC(=O)C2(S(=O)(=O)c3ccccc3)CC=CC2)cc1	1%	23%	2	-3%	-20	0.4%	-22%	·	5%	2%	-1%
Clc1cc2nc(-c3cccnc3Cl)[nH]c2cc1Cl	·	18%	-4	-2%	27	0.3%	?	-2%	21%	-8%	-2%
Cc1cccc(N2CCN(C(=O)CCS(=O)(=O)c3ccc(Br)cc3)CC2C)c1 (centres undefined)	-5%	8%	1	-7%	3	0.2%	-7%	-2%	2%	?	-24%
CCn1c(SCC(=O)Nc2c(C#N)cnn2-c2ccccc2)nnc1-c1cccs1	3%	-19%	5	3%	6	-0.1%	·	12%	1%	-17%	0%
CCCn1nc(C(=O)NCCc2ccc(S(N)(=O)=O)cc2)c2ccccc2c1=O	-3%	14%	1	0%	18	-0.2%	-7%	6%	5%	4%	-1%
CN(C)C(CNC(=O)c1cccc(S(=O)(=O)NCc2ccccc2)c1)c1ccco1 (centres undefined)	·	6%	·	-5%	20	-0.4%	·	·	4%	5%	5%
COc1ccc(NC(=O)CN2CCN(c3ccc(Cl)cc3)CC2)c(OC)c1	-1%	27%	·	1%	0	0.0%	-12%	-1%	-9%	-9%	-4%
Cc1ccc(C2(C)NC(=O)N(CC(=O)c3ccc4c(c3)OCCO4)C2=O)cc1 (centres undefined)	·	24%	·	-6%	-5	?	·	·	0%	0%	-9%
CC1CCCCC1NC(=O)COC(=O)COc1ccccc1F (centres undefined)	·	12%	·	0%	8	-0.2%	·	·	7%	0%	-3%
N#CC1(NC(=O)CN2CCN(S(=O)(=O)c3ccccc3F)CC2)CCCC1	1%	-3%	1	-8%	-1	-0.6%	·	0%	0%	?	2%

Only Tb PFK inh, TSG101-PTAP inh and FBPA coupling cs, for some of the entries so far:
Compound	Tb PFK inh	TSG101-PTAP inh	FBPA coupling cs
CCCn1nc(C(=O)NCCc2ccc(S(N)(=O)=O)cc2)c2ccccc2c1=O	-1%	0%	1
COc1ccc(NC(=O)CN2CCN(c3ccc(Cl)cc3)CC2)c(OC)c1	-4%	1%	·
Cc1ccc2oc(=O)c3cnn(CC(=O)N(CCCN4CCOCC4)Cc4ccco4)c3c2c1	-1%	-4%	1
Clc1cc2nc(-c3cccnc3Cl)[nH]c2cc1Cl	-2%	-2%	-4
COc1ccc(C(=O)N2CCN=C2c2ccccc2)cc1OC	-3%	-2%	3

Exported with each value named: two of the compounds above
COc1ccc(NC(=O)CN2CCN(c3ccc(Cl)cc3)CC2)c(OC)c1
  PKM2 act: -1% | a7 integrin act: 27% | FBPA coupling cs: · | TSG101-PTAP inh: 1% | Giardia killer: 0 | B2AR arrestin: 0.0% | Menin MLL FP TR: -12% | GALK inhibitor: -1% | S-ASM inh: -9% | BCR signal inh: -9% | Tb PFK inh: -4%

Cc1ccc(C2(C)NC(=O)N(CC(=O)c3ccc4c(c3)OCCO4)C2=O)cc1 (centres undefined)
  PKM2 act: · | a7 integrin act: 24% | FBPA coupling cs: · | TSG101-PTAP inh: -6% | Giardia killer: -5 | B2AR arrestin: ? | Menin MLL FP TR: · | GALK inhibitor: · | S-ASM inh: 0% | BCR signal inh: 0% | Tb PFK inh: -9%

Following part.
SMILES	PKM2 act	a7 integrin act	FBPA coupling cs	TSG101-PTAP inh	Giardia killer	B2AR arrestin	Menin MLL FP TR	GALK inhibitor	S-ASM inh	BCR signal inh	Tb PFK inh
CCCSc1ncc(Cl)c(C(=O)Nc2ccc(S(=O)(=O)N3CC(C)OC(C)C3)cc2)n1 (centres undefined)	-7%	22%[7.66 µM]	-3	-5%	15	-0.5%	-4%	-1%	-4%	?	2%
Cc1ccc(C(=O)N2CCN(c3ccc(NC(=O)c4cccnc4Cl)cc3)CC2)cc1	0%	-8%	-1	-3%	-8	-0.4%	-2%	4%	0%	-7%	-2%
CCOc1ccc2cc(C(=O)c3ccccc3)c(=O)oc2c1	4%	-2%	7	0%	-13	-0.9%	-14%	2%	·	?	0%
COc1ccc2ccccc2c1/C=N/NC(=S)NCCN1CCOCC1	-7%	7%	-2	-1%	21	?	2%	1%	52%[activator]	20µM*	-2%
COc1cc(C(=O)Nc2ccc(NC(=O)c3ccccc3Cl)nc2)cc(OC)c1OC	·	8%	-1	-7%	0	0.1%	?	0%	-5%	4%	2%
CN(C)S(=O)(=O)c1ccc(C(=O)/C=C/c2cccnc2)cc1	12%	-17%	1	-1%	-6	0.1%	0%	13%	1%	0%	-2%
COc1ccc(N2CCN(C(=O)CSc3nc4c(c(=O)n(C)c(=O)n4C)n3C(C)C)CC2)cc1	0%	29%	6	-5%	7	-0.7%	4%	1%	-4%	-1%	-1%
O=c1c(-c2nn[nH]n2)coc2ccc(Cl)cc12	0%	2%	7	-1%	0	0.1%	-6%	1%	7%	0%	9%
O/C(=C\c1ccc2ccccc2n1)c1ccc(O)cc1O	-6%	-12%	2	?	?	0.0%	?	0%	-8%	?	2%
O=C(CN1CCN(C(=O)C2CCCO2)CC1)Nc1ccc(Br)cc1 (centres undefined)	-6%	15%	·	1%	13	0.1%	·	-1%	-2%	0%	0%
CN(C)CCCN1C(=O)C(=O)/C(=C(/O)c2ccccc2)C1c1ccccn1 (centres undefined)	-2%	·	5	·	·	-0.2%	2%	2%	·	0%	3%
Cc1nc(N2CCN(C(=O)c3ccco3)CC2)nc2c1C(=O)CCC2	2%	-22%	·	-2%	-3	3.4%	·	3%	-1%	-19%	0%
O=C(O)CCC(=O)N1CCc2cc(S(=O)(=O)NC3CCCC3)ccc21	10%	12%	1	-5%	-3	0.2%	20%	1%	-1%	1%	-2%
O=S1(=O)N=C(Oc2cccc3ccccc23)c2ccccc21	7%	6%	-7	-5%	2	-0.5%	-11%	0%	5%	-6%	-1%

Not all compounds are listed; count on the stated rates, not on these rows.
